PLCb3 inh: human PLC-beta3 inhibitors, primary screen, biochemical, fluorescence; 1-phosphatidylinositol 4,5-bisphosphate phosphodiesterase beta-3 (Homo sapiens), Q01970; inhibition, % at 12.2 µM; AID 720704, 2013; Purified PLC-beta3, fluorogenic substrate; hit rate 0.18% among 370,000; in the data active means inhibition above about 11%;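 further: 0% = median of compound wells on plate and 100% = full blocker control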
ARFGAP1 inhibitor: inhibitors of rat ARFGAP1 GAP activity, primary screen, biochemical, fluorescence polarization, GDP tracer; ADP-ribosylation factor GTPase-activating protein 1 (Rattus norvegicus), Q62848; Arfgap1-stimulated ARF1 GTP hydrolysis, GDP FP detection; inhibition, % at 16.5 µM; hit rate 0.26% among 360,000; AID 651572, 2012;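 active means inhibition above a per-plate limit, mean inhibition of low control wells plus 3 SD, cut at about 25% in these data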;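 further: 0% = DMSO wells with enzyme and 100% = wells lacking Arfgap1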
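Replicates: Single well per compound | Assay system: Truncated rat Arfgap1 GAP domain | Control set: No-Arfgap1 wells (100%) versus DMSO full-reaction wells (0%) | Times: Enzyme reaction 120 min at 25 °C after 20 min preincubation | Reagent: Human ARF1(Δ1-17)-GTP substrate | Measured by: Tracer-displacement fluorescence polarization with EDTA stop, 620/688 nm | Measure: Percent inhibition of Arfgap1-stimulated GTP hydrolysis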
SIAE primary: human SIAE inhibitors, primary screen, biochemical, fluorescence polarization, FP-Rh probe, 1536-well HTS | SIAE FP-Rh probe binding | inhibition, % at 9.66 µM | hit rate 0.69% among 370,000;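 active means inhibition above a cutoff: mean of compounds within the control limits plus 3 SD of those, cut at about 17% in these data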;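 further: 0% = plate median of compound wells and 100% = probe without SIAE protein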
Target sequence (Q9HAT2 whole entry, looked up): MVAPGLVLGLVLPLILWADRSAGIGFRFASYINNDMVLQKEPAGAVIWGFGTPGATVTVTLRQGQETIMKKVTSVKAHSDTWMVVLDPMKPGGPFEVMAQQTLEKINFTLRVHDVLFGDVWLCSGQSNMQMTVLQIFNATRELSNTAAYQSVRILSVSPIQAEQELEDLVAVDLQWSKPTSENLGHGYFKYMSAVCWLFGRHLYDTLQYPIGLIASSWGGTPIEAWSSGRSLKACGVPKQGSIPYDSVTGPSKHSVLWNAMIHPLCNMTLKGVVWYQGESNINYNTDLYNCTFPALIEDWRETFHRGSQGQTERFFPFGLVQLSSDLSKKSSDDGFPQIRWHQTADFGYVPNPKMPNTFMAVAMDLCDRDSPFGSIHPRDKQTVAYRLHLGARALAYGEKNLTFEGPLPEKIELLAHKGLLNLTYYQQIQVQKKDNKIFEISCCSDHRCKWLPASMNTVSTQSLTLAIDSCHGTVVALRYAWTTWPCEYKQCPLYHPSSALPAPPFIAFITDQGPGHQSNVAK
ADAM17 inh: ADAM17 inhibitors, primary screen, biochemical, QFRET | Disintegrin and metalloproteinase domain-containing protein 17 (Homo sapiens), P78536 | recombinant ADAM17, EDANS/DABCYL FRET peptide cleavage | inhibition, % at 6.95 µM | hit rate 0.83% among 370,000 | AID 720648, 2013;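 active means inhibition above the mean of compounds lying between control limits plus 3 SD, set per campaign, cut at about 8.5% in these data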;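 further: 0% = DMSO-only wells as the low control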
PLCg1 inh: PLC-gamma1 enzyme inhibitors, primary screen, biochemical, fluorescence, purified enzyme; fluorogenic substrate; 1-phosphatidylinositol 4,5-bisphosphate phosphodiesterase gamma-1 (Homo sapiens), P19174; AID 720700, 2013; inhibition, % at 12.2 µM; hit rate 0.84% among 370,000; in the data active means inhibition above about 9.5%
Tn6 DDE FP: inhibitors of Tn6 peptide binding to fibrin DD(E), primary screen, biochemical, fluorescence polarization, human fibrin, Tn6 probe. Fibrin DD(E) TRITC-Tn6 fluorescence polarization displacement. inhibition, % at 8.3 µM. Fibrinogen beta chain (Homo sapiens), P02675. hit rate 0.21% among 370,000;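 active means inhibition above a per-campaign cutoff: mean of compounds within control limits plus 3 SD, cut at about 15% in these data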;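 further: 0% = median of all compound wells on the plate and 100% = blocking peptide control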
ASAP1 inh: inhibitors of human ASAP1 ArfGAP activity, primary screen, biochemical, fluorescence polarization; ASAP1-stimulated ARF1 GTP hydrolysis, GDP FP detection; inhibition, % at 16.5 µM; hit rate 0.19% among 360,000; in the data active means inhibition above about 25%;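 further: 0% = vehicle with enzyme and substrate and 100% = no enzyme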
DDE Tn7 FP inh: inhibitors of Tn7 peptide binding to fibrin DD(E), primary screen, biochemical, fluorescence polarization, human fibrin, Tn7 probe | Fibrinogen beta chain (Homo sapiens), P02675 | FP displacement of FITC-Tn7 peptide from fibrin DD(E); 0% = median of compound wells per plate | inhibition, % at 8.3 µM | hit rate 0.13% among 370,000 | AID 720508, 2013;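 active means inhibition above the mean of compounds falling within the control limits plus 3 SD of them, cut at about 14% in these data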;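 further: 0% = plate median of compound wells and 100% = 10 µM Aha-Tn7 peptide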
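assay system = human clot-derived fibrin DD(E) complex | quantity = Fibrin-DD(E) at 2 µM final | timing = 10 min preincubation, 3 h with tracer, room temperature | signal = fluorescence polarization | measure = percent inhibition | benchmarks = high control wells with 10 µM unlabelled Aha-Tn7 peptide (full inhibition) | replicates = singlicate testing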
TDP2 absorb: human TDP2 enzyme inhibitors, primary screen, biochemical, epi absorbance, recombinant enzyme. Tyrosyl-DNA phosphodiesterase 2 (Homo sapiens), O95551. T5PNP hydrolysis, p-nitrophenol absorbance 415 nm. inhibition, % at 12.8 µM. hit rate 0.34% among 370,000;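 active means inhibition above the mean of all tested compounds plus 3 SD, set per campaign, cut at about 25% in these data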;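 further: 0% = DMSO with enzyme and 100% = buffer with substrate but no TDP2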
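System – recombinant human TDP2 · Quantity – TDP2 enzyme at 120 nM final · Doses – single concentration, 12.8 µM nominal, with 1% DMSO · Incubation – 2 h at 37 °C · Measured by – epi absorbance of p-nitrophenol freed from T5PNP by hydrolysis · Read-out – % inhibition relative to enzyme-containing and enzyme-free wells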
ADAM10 inh: human ADAM10 inhibitors, primary screen, biochemical, QFRET, HTS; recombinant ADAM10, EDANS/DABCYL FRET peptide cleavage, 3 h; inhibition, % at 7 µM; hit rate 0.62% among 370,000; AID 720582, 2013;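 active means inhibition above a per-campaign cutoff equal to the mean of compounds falling between control-based bounds plus 3 SD, cut at about 20% in these data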;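 further: 0% = DMSO wells while the 100% control is not disclosed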
Target sequence (O14672 214-748 limits assumed): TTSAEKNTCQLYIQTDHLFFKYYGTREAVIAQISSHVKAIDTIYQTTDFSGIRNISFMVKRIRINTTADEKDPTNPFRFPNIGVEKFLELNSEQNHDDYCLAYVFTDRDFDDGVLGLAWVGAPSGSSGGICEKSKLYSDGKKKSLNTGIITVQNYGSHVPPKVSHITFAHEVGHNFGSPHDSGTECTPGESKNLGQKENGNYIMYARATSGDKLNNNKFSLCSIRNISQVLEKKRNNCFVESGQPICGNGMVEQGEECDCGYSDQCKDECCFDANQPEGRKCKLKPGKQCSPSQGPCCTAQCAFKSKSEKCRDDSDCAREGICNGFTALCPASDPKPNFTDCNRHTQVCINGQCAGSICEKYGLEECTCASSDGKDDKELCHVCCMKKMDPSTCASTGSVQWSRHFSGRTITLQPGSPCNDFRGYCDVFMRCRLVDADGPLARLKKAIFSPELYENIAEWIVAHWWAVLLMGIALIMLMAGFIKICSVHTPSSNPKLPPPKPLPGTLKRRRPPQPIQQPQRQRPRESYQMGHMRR
The depositor's hits bear a star; . = no result given; & = joins results of further samples.

SMILES | PLCb3 inh | ARFGAP1 inhibitor | SIAE primary | ADAM17 inh | PLCg1 inh | Tn6 DDE FP | ASAP1 inh | DDE Tn7 FP inh | TDP2 absorb | ADAM10 inh
Cc1ccc2c(c1)c(C)c(C)n2CC(O)CN1CCCCC1C (stereo not drawn) | 1 | 0 | 11 | -2 | -1 | -3 | 4 | 0 | -11 | 2
COc1ccc(C(=O)c2c3ccc(OC)cc3[n+]([O-])n2CCCC(N)=O)cc1 | -5 | -7 | 5 | -7 | -1 | 2 | -1 | 1 | 6 | 0
COc1ccccc1CNc1nc(NCc2ccc3occc3c2)c2sccc2n1 | 1 | -1 | 17 | 3 | 3 | -4 | 1 | 8 | 4 | 1
Cc1cccc(OCC(=O)N2CCN(C(=O)COc3ccc(Cl)cc3)CC2)c1 | -3 | 22 | -6 | 2 | 6 | 3 | 3 | -8 | -7 | 6
O=C(Cn1cnc2ccccc2c1=O)N1CCN(C(=O)C2CCCO2)CC1 (stereo not drawn) | 0 | . | 0 | 4 | -1 | 5 | . | -6 | 3 | -11
O=C(c1ccccc1Cl)N1CCN(c2ncccn2)CC1 | -9 | 0 | -5 | -5 | -7 | 1 | 7 | -4 | -10 | -10
Cc1nc(-c2ccc(S(=O)(=O)Oc3ccccc3Cl)s2)cs1 | -1 | 9 | -5 | 1 | 1 | 3 | 12 | -5 | -4 | 4
COCCNc1nc(Nc2ccc(C)cc2C)c2sc(-c3ccccc3)cc2n1 | -9 | -16 | -3 | -6 | -3 | 5 | 9 | 5 | 1 | -10
Cc1cc(C)n(CC(O)COc2c(C)cccc2C)n1 (stereo not drawn) | -1 | 7 | -5 | -2 | 1 | 4 | 14 | -2 | -7 | -1
N#Cc1ccccc1S(=O)(=O)N1CCN(C(=O)CN2CCCSc3ccccc32)CC1 | -4 | 2 | 2 | 0 | 2 | 3 | -11 | -4 | 3 | -8
Cn1cc(S(=O)(=O)N2CCC3(CC2)OCCO3)c(=O)n(C)c1=O | 2 | 1 | 2 | 2 | 7 | -4 | -2 | -5 | -11 | -1
NC(=O)CC(NC(=O)Cc1ccc(Br)cc1)c1ccc(NC2CCCC2)c([N+](=O)[O-])c1 (stereo not drawn) | 5 | -4 | 1 | -1 | 3 | -2 | 6 | 2 | -3 | 14
O=C(NCCc1ccc(Cl)cc1)C1CCC(=O)N1Cc1ccc(F)cc1 (stereo not drawn) | -2 | -8 | -4 | -4 | 0 | 4 | 18 | -6 | 1 | -5
O=C(CCl)Nc1cc2[nH]c(=O)[nH]c2cc1Br | -4 | -2 | 6 | -4 | -1 | 4 | -2 | -6 | -9 | -10
CCN(CC)C(=O)CSc1ncccc1-c1nc2ccccc2[nH]1 | -37 | -4 | 2 | -20 | -17 | 6 | 4 | -1 | -11 | -60
CCCCN(C(=O)CCC(=O)Nc1cc(C)on1)C(C(=O)NC(C)(C)CC)c1cccc(OC)c1OC (stereo not drawn) | -57 | -5 | -6 | -3 | 1 | 10 | 2 | -5 | 4 | 2
CCOC(=O)CN1CC23C=CC(O2)C(C(=O)NCc2ccccc2OC)C3C1=O (stereo not drawn) | -3 | 8 | -2 | -4 | -1 | 2 | 1 | 0 | 5 | -18
CCCOc1ccc(N2C(=O)CC(N3CCC(O)(c4cccc(C(F)(F)F)c4)CC3)C2=O)cc1 (stereo not drawn) | 1 | 3 | -6 | -1 | 2 | -2 | -4 | -6 | -13 | 4
COc1ccc(S(=O)(=O)Nc2ccc(S(=O)(=O)N3CCOCC3)cc2)cc1 | 1 | -11 | 2 | -3 | -1 | 6 | 14 | 3 | 4 | -1
O=C(Nc1ccc(N2CCOCC2)cc1)c1cc(F)c(F)cc1Cl | 1 | 16 | 0 | 5 | 5 | 4 | -14 | -12 | -11 | 2
CCN(CC)C(=O)c1[nH]cnc1C(=O)NC1CCN(C(=O)OC(C)(C)C)CC1 | 5 | 10 | 0 | -1 | 3 | 5 | -1 | 0 | 5 | -3
Cc1ccc(-n2c(=O)c3sccc3n(CC(=O)NC3CCCCC3)c2=O)cc1 | -4 | 16 | 0 | -5 | -1 | -7 | -14 | -3 | 1 | -3
COc1cc(C(=O)CSc2nncn2C)cc(OC)c1OC | 3 | 14 | 0 | 5 | 6 | -1 | -4 | -3 | -4 | 3
COC(=O)[C@H]1C[C@H]1[C@@H](NC(=O)c1ccc[nH]1)c1ccccc1 | -1 | 11 | -4 | 1 | -4 | -4 | -16 | 7 | -9 | -5
COc1ccc(C(=O)Cc2ccc(OC)c(OC)c2)cc1 | 1 | 11 | -1 | 0 | -1 | -6 | 6 | -2 | -3 | 9
SMILES | PLCb3 inh | ARFGAP1 inhibitor | SIAE primary | ADAM17 inh | PLCg1 inh | Tn6 DDE FP | ASAP1 inh | DDE Tn7 FP inh | TDP2 absorb | ADAM10 inh
CC(C)(C)S(=O)(=O)N1C[C@H]2CC(=O)C=C2[C@@H]1CCO | 0 | -1 | 1 | -7 | 1 | -2 | -4 | -1 | -7 | -7
O=C(NCc1cccnc1)c1ccc2c(c1)OCO2 | -1 | -6 | -4 | -3 | -5 | -6 | -10 | 6 | -2 | 2
CCOC(=O)C1(C)CCCN(C(=O)Cc2ccc3ccccc3c2)C1 (stereo not drawn) | 0 | 8 | 3 | -1 | 5 | 3 | 7 | 1 | 0 | -14
Cc1noc(C)c1COc1cccc(C(=O)Oc2ccc3c(c2)OCO3)c1 | 0 | 17 | 2 | 6 | 4 | 4 | 20 | -8 | -11 | 9
C[C@H](O)[C@@H]1CN2CCc3c([nH]c4ccccc34)[C@@H]2C[C@@H]1N(C)C(=O)Nc1cc(Cl)cc(Cl)c1 | -256 | 6 | -1 | -22 | -167 | -3 | 8 | -2 | -5 | -81
Cc1cc(C(=O)OCC(=O)Nc2nnc(C(C)C)s2)c2ccccc2n1 | 1 | 2 | 8 | 1 | 0 | -1 | -9 | 4 | 7 | 6
CCOC(=O)C1CCN(C(=O)COC(=O)c2nn(C)c(=O)c3ccccc23)CC1 | 3 | -13 | -1 | -1 | 1 | 7 | 2 | 1 | 11 | -3
CCCc1cnc(N2CCN(S(=O)(=O)c3cccs3)CC2)nc1 | -5 | -3 | 4 | -5 | 1 | -4 | -5 | -1 | 3 | -4
CCN1CCN(Cc2ccc(NC(=O)c3ccc(C)c(NC(=O)C(=O)c4c[nH]c5ccccc45)c3)cc2C(F)(F)F)CC1 | -9&-8 | 11&23 | -22&-16 | 7&4 | -10&-6 | -6&3 | 10&25 | 0&3 | -8&-1 | 18&16
Cn1cc(Cc2ccc(C(=O)NC34CC5CC(CC(C5)C3)C4)cn2)c2ccccc21 | -17 | 4 | 5 | 1 | -9 | -6 | -6 | -3 | 3 | -8
CCCCC(=O)Nc1cc2nn(-c3ccc(OC)cc3)nc2cc1C | -23 | -5 | -7 | -33 | -22 | 1 | 9 | -10 | 7 | -88
CCOc1ccccc1N1CCN(C(=O)c2c(-c3ccccc3Cl)noc2C)CC1 | 0 | 1 | 2 | -3 | -2 | -1 | 10 | -5 | 1 | -8
Cc1ccnc(SCc2cc(=O)c(OC(=O)c3ccc(C#N)cc3)co2)n1 | -2 | . | 3 | -1 | -1 | 8 | . | -3 | -2 | -8
O=C(c1cccc(Cl)c1)N1CCC2CC1c1cc(N3CCOCC3)ccc12 (stereo not drawn) | 1 | -11 | 1 | -3 | 1 | 10 | 8 | 0 | 2 | 3
CCN(C(=O)Cc1ccc(Br)cc1)C1CCCCC1 | -1 | 1 | 0 | -4 | -2 | -8 | 7 | -1 | -1 | -3
Cc1noc(C(=O)Nc2ccc3c(c2)OCO3)c1Cl | -6 | -16 | 7 | -2 | 0 | 7 | -10 | 6 | 3 | -11
COc1ccc(-c2cc(C(F)(F)F)nc(SCCC(=O)N3CCOCC3)n2)cc1 | -4 | 7 | 10 | -4 | -3 | 4 | 3 | -2 | 4 | -4
COc1ccc(NC(=O)C2CCCN(S(=O)(=O)c3ccc(-n4cnnn4)cc3)C2)cc1 (stereo not drawn) | -10 | 10 | -2 | -2 | -1 | 2 | 4 | -7 | -1 | -2
O=S(=O)(c1cccc(S(=O)(=O)N2CCC(Cc3ccccc3)CC2)c1)N1CCOCC1 | -1 | 4 | 3 | 2 | 2 | 3 | 5 | 8 | -2 | 13
CCC(C(=O)NCc1cccnc1)n1nc(C)c2sc3ccccc3c2c1=O (stereo not drawn) | 1 | -4 | 0 | -10 | -2 | 0 | 0 | 5 | 5 | -33
CC1CCN(C(=O)CSc2nnc3c(n2)[nH]c2ccc(F)cc23)CC1 | -6 | 5 | -6 | -1 | 2 | 2 | 17 | -3 | -2 | 6
Cc1noc(C)c1S(=O)(=O)Nc1cccc(CO)c1 | -7 | -1 | 0 | -2 | -1 | -2 | -7 | -2 | 8 | 4
O=C(NCCc1ccncc1)Nc1ccc(Cl)c(Cl)c1 | -6 | 6 | -9 | 0 | 2 | -1 | 5 | -2 | 0 | 3
CCOC(=O)CC1=CSC2=NS(=O)(=O)CCN12 | 3 | 1 | -2 | -2 | -1 | 0 | 11 | -1 | 6 | 4
Cc1ccc(S(=O)(=O)NCc2ccc(C(=O)N3CCN(c4ccccc4)CC3)cc2)cc1 | -11 | 4 | 0 | -1 | -1 | 3 | -14 | 3 | -13 | 9
N#Cc1c(/N=C/N2CCCC2)oc(-c2ccccc2)c1-c1ccccc1 | -5 | -3 | 8 | -5 | -3 | -11 | -10 | 9 | -7 | 3

2 of the compounds above, comma-delimited.
smiles,PLCb3 inh,ARFGAP1 inhibitor,SIAE primary,ADAM17 inh,PLCg1 inh,Tn6 DDE FP,ASAP1 inh,DDE Tn7 FP inh,TDP2 absorb,ADAM10 inh
O=S(=O)(c1cccc(S(=O)(=O)N2CCC(Cc3ccccc3)CC2)c1)N1CCOCC1,-1,4,3,2,2,3,5,8,-2,13
CCC(C(=O)NCc1cccnc1)n1nc(C)c2sc3ccccc3c2c1=O (stereo not drawn),1,-4,0,-10,-2,0,0,5,5,-33

High-throughput results deposited in PubChem BioAssay by The Scripps Research Institute Molecular Screening Center.
